CHO-K1 Ca ag: counter-screen for M1 agonists: effect in parental CHO-K1 cells; Fluo-8 calcium fluorescence; scaled to maximal ATP response, vehicle zero; actives 0.48% (n = 360,000); activation, % at 3 µM; in the data active means activation above about 15%;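 further: untransfected CHO-K1 host cells lacking M1 receptor as counterscreen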
OXTR potentiate: human OXTR potentiators, primary screen, fluorescence, CHO-OTR cells, Fluo-8 calcium; Oxytocin receptor (Homo sapiens), P30559; Fluo-8 calcium fluorescence, potentiator mode; 0% = oxytocin EC15, 100% = EC100; activation, % at 3 µM; actives 0.061% (n = 320,000); AID 2445, 2010;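 active means activation above that plate's cutoff, the mean activation of tested compounds plus 3 SD, cut at about 6.6% in these data, passing the limit was not always enough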;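 further: 100% uses oxytocin at 75 nM as the full agonist control; some results filed as inactive read as strong as hits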
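Replication – single well per compound, singlicate · Assay system – CHO cell line stably expressing human OTR · Timing – 6 min pre-incubation, 100 s read · Measure – normalized max/min fluorescence ratio, % activation · Doses – 3.0 µM, one dose · Detection – Fluo-8 calcium dye fluorescence · Probe or stimulus – oxytocin near EC15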
OXTR agonist: human OXTR agonists, primary screen, fluorescence, CHO-OTR cells, Fluo-8 calcium; Fluo-8 calcium fluorescence; normalized: DMSO 0%, oxytocin 100%; Oxytocin receptor (Homo sapiens), P30559; activation, % at 3 µM; actives 0.32% (n = 320,000);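 active means activation above the mean of all tested compounds plus 3 SD, cutoff set per screening run, cut at about 20% in these data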;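 further: peak over basal fluorescence ratio from a 100 s FLIPR kinetic read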
TAAR1 antagonist: human TAAR1 antagonists, primary screen, Fluo-8 calcium fluorescence, CHO RD-HGA16 cells; Trace amine-associated receptor 1 (Homo sapiens), Q96RJ0; AID 624466, 2012; antagonist; actives 1.5% (n = 360,000); inhibition, % at 3 µM;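 active means inhibition above a per-plate cutoff, the mean inhibition of test compounds on that plate plus 3 SD, cut at about 49% in these data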;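 further: 0% = DMSO plus EC80 beta-PEA response and 100% = DMSO alone without agonist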
Target sequence (Q96RJ0 whole entry, looked up): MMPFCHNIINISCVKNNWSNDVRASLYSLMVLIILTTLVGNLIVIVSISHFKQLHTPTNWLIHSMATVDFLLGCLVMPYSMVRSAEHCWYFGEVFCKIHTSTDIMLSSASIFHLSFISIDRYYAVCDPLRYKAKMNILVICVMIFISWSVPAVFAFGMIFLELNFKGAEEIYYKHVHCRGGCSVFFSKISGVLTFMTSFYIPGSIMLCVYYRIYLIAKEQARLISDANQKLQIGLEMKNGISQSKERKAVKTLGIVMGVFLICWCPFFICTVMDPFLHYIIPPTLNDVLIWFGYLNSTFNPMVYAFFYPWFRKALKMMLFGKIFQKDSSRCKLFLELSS
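Test system: CHO RD-HGA16 cells bearing hTAAR1 | Reagent: β-PEA, EC80 | Compound dosing: 3 µM, single point | Schedule: Dye loading 75 min at 37 °C, then 30 min room temperature | Signal: Calcium fluorescence with Fluo-8 | Evaluation: Percent inhibition of PEA-evoked calcium signal, max/basal emission ratio | Control set: DMSO-only wells and EC80 β-PEA-stimulated wells | Repeats: Singlicate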
M1 PAM parental: nonselective calcium activators in parental CHO-K1 cells, primary screen, counter-screen for M1 PAM project, cell-based, Fluo-8 calcium fluorescence, full deck, 1536-well; ATP EC20; 0% at ATP EC20, 100% at ATP max; activation, % at 3 µM; actives 0.02% (n = 360,000);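 active means activation above the run cutoff, the mean activation of all test compounds plus 3 SD, cut at about 40% in these data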;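 further: peak over basal fluorescence ratio in a 140 s read after ATP addition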
GPR7 antag: GPR7 receptor antagonists, primary screen, cell-based, fluorescence, single concentration; actives 1.1% (n = 290,000); GPR7-expressing cells, fluorescence antagonist assay; inhibition, % at 4.4 µM; AID 1861, 2009; Neuropeptides B/W receptor type 1 (Homo sapiens), P48145; in the data active means inhibition above about 16%, passing the limit was not always enough;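 further: cells stimulated with the agonist NPW; 0% = agonist with vehicle and 100% = vehicle without agonist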
Target sequence (P48145 whole entry, looked up): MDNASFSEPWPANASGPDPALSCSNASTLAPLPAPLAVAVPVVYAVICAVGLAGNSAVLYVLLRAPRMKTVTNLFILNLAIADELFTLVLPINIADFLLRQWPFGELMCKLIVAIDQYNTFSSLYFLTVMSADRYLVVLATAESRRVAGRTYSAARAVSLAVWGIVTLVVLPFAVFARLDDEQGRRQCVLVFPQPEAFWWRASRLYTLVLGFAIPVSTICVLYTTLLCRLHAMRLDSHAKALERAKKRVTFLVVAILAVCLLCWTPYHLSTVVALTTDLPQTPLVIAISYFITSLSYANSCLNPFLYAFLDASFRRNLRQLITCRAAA
CHO-K1 Ca antag: nonselective inhibitor or artifact in parental CHO-K1 cells | ATP-induced calcium, Fluo-8 fluorescence | inhibition, % at 3 µM | actives 0.6% (n = 360,000);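 active means inhibition above a per-plate cutoff, the plate's mean sample inhibition plus 3 SD, cut at about 24% in these data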;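 further: 0% = DMSO plus EC80 ATP and 100% = DMSO alone without ATP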
CHO parental Ca: ATP-evoked calcium signal inhibitors, parental CHO, primary screen, counter-screen for OX1R antagonist project, cell-based, fluorescence, Fluo-8 calcium dye; parental CHO-K1, ATP-induced calcium, Fluo-8 fluorescence; inhibition, % at 5.6 µM; actives 0.63% (n = 330,000);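 active means inhibition above that plate's mean sample inhibition plus 3 SD, cut at about 26% in these data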;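 further: 0% = ATP-challenged DMSO wells and 100% = DMSO wells without ATP; some compounds past the cut are filed as inactive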
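Material – parental CHO cells · Reagent – ATP stimulus · Compound – single nominal dose of 5.6 µM per compound · Detection – Fluo-8 fluorescence · Read-out basis – percent inhibition of calcium signal · Controls – ATP-challenged DMSO wells low, unchallenged DMSO wells high · Repeats – no replicates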
V1aR counter: agonists of human V1a receptor, primary screen, counter-screen for OXTR agonist project, fluorescence, CHO-V1R cells; Vasopressin V1a receptor (Homo sapiens), P37288; Fluo-8 calcium fluorescence, agonist mode; 0% DMSO, 100% 3 nM vasopressin; activation, % at 3 µM; actives 0.25% (n = 320,000); AID 2797, 2010;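 active means activation above the mean activation of all tested compounds plus 3 SD, per screening run, cut at about 20% in these data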;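 further: signal is peak over basal fluorescence ratio across a 100 second FLIPR read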
Numbers without * were called inactive; . = not tested or not shown.

entry	Compound	CHO-K1 Ca ag	OXTR potentiate	M1 PAM parental	GPR7 antag	TAAR1 antagonist	CHO parental Ca	V1aR counter	OXTR agonist	CHO-K1 Ca antag
1	Cc1onc(-c2c(Cl)cccc2Cl)c1/C(N)=N/OC(=O)C1CC1	0.5	-3	-3	2	-17	-22	-1.1	-3.1	-15
2	CCOc1ccc(NC(=O)C2CCC(C)(C(=O)O)C2(C)C)cc1 (stereo unspecified)	11	-17	1	4	4	-2	0.5	0.5	3
3	CCCCn1nc2cc(C(=O)NCCCCc3ccccc3)ccc2c1OCC	-0.3	-5	-8	-8	13	-24	-0.7	-0.8	-1
4	O=C(OCc1ccccc1)N1CCC2CC1c1cc(-c3ccc4c(c3)OCO4)ccc12 (stereo unspecified)	-0.2	.	3	.	-1	.	.	.	3
5	C=C(C)CSc1nncn1/N=C/c1ccc(OC)cc1	0.0	-6	-13	-3	10	-10	0.0	0.2	1
6	COc1ccc(S(=O)(=O)N2CCOC2CNC(=O)C(=O)NCc2ccncc2)cc1C (stereo unspecified)	0.0	3	12	-3	-16	-18	-1.0	-1.7	-15
7	CN(C)S(=O)(=O)N1CCC(Oc2ccc(C(=O)N3CCCCCCC3)cc2)CC1	3.8	-11	-3	10	2	-6	9.4	7.3	0
8	O=S(=O)(c1ccccc1)C1CON(Cc2ccccc2)C1c1ccccc1 (stereo unspecified)	3.4	-33	-17	-6	-6	-9	0.2	-1.9	36*
9	COc1ccccc1NC(=O)CCC(=O)N/N=C(/C)c1ccc(C)cc1	0.3	-6	14	2	-7	0	0.6	-0.5	-10
10	Cc1ccc(NC(=O)CN(C)S(=O)(=O)c2ccc3c(c2)c(=O)n(C)c(=O)n3C)cc1	0.3	1	-10	-5	-2	-9	1.7	-0.9	10
11	Cc1ccc(OCC(=O)NCCNC(=O)c2cnccn2)cc1	0.5	-3	-18	-15	-6	-10	0.2	0.4	-12
12	O=C(CCNC(=O)c1ccc(Cl)cc1)NCc1ccccc1Cl	0.2	.	5	.	4	.	.	.	-5
13	COC(=O)[C@H](C)N1C/C=C\COc2c(Cl)cc(Cl)cc2S1(=O)=O	1.2	.	25	.	-16	-11	.	.	-11
14	O=C(c1ncn(Cc2ccccc2)c1C(=O)N1CCc2ccccc2C1)N1CCc2ccccc2C1	2.0	-5	-11	.	45	-20	-0.3	-0.7	-4
15	Cc1[nH]c2ccc(Br)cc2c(=O)c1CN1CCCCCC1	0.0	-5	-4	-10	-6	3	1.3	0.4	-10
16	Cn1nnnc1SCC(=O)N1N=C(c2ccc(Cl)cc2)CC1c1ccco1 (stereo unspecified)	1.7	-7	20	.	24	-19	1.1	2.0	-19
17	Cc1ccc2c(c1)N(Cc1ccc([N+](=O)[O-])cc1)C=NS2(=O)=O	1.6	-12	6	-2	-10	2	1.4	4.7	-9
18	Cc1ccc(S(=O)(=O)NNc2ccccc2)cc1	-0.3	-6	-4	-6	.	-10	0.3	1.3	16
19	CCCCN(C=O)c1c(CC)nc2ccc(C(=O)NCCc3c[nH]c4ccccc34)cn12	7.8	.	2	.	46	.	.	.	-11
20	CCOC(=O)C1CCCN(C(=O)c2cccc(S(=O)(=O)N3CCOCC3)c2)C1 (stereo unspecified)	2.3	-6	-8	3	-16	-3	1.3	0.2	-6
21	N#Cc1cnc2nc1NCCCCCCC2	-0.3	.	-8	.	-9	.	.	.	10
22	O=C(Nn1cnnc1)c1cc([N+](=O)[O-])cc([N+](=O)[O-])c1	0.6	4	16	-8	-10	-6	5.8	0.8	-2
23	CN(C)CCOc1ccc(Cl)cc1C(C)(C)C	0.8	-16	-12	5	-15	-15	-0.1	5.5	7
24	O=C(CC1(O)C(=O)Nc2ccccc21)c1cccnc1 (stereo unspecified)	-0.1	-6	10	5	-20	-3	-0.2	-0.3	-8
25	O=C1CCCN1CCCNS(=O)(=O)c1ccc(F)cc1F	0.3	-2	19	-8	-20	-5	-0.8	0.2	-14
26	O=C(Cn1ccccc1=O)c1cccs1	-0.3	-2	-4	-4	5	-5	0.2	0.2	2
27	Cc1cc(Oc2nnnn2-c2ccccc2)ccc1Cl	0.0	-14	14	3	1	-1	0.6	-1.4	-9
28	COC(=O)C1=C(C)N(C)C(=O)NC1c1ccc(O)c(OC)c1 (stereo unspecified)	0.3	-3	7	8	7	-5	-0.9	-0.6	5
29	FC(c1nc2ccccc2[nH]1)C(F)(F)F (stereo unspecified)	0.1	-17	-8	-1	-1	-7	0.8	1.4	2
30	CCOC(=O)Cc1cc(=O)n2[nH]c(C)c(C#N)c2n1	0.3	-5	1	-2	-12	-4	0.1	0.4	-13
31	CCOC(=O)C1(CCOC)CCN(C(C)CCc2ccc(OC)cc2)CC1 (stereo unspecified)	0.1	4	-15	-6	5	-11	1.6	0.3	5
32	CCN(CC(=O)Nc1c(F)cccc1F)C(=O)c1cc(C)oc1C	0.2	0	-3	.	-14	-15	0.1	0.9	5
33	CC(C)CC(=O)c1c[nH]c(C(=O)NCCCN2CCOCC2)c1	-0.4	-3	-6	-8	-4	-1	0.6	0.4	21
34	CNC(=S)N1N=C(c2ccc(OC)cc2)CC1c1ccccc1Cl (stereo unspecified)	1.2	-13	-7	2	20	-17	2.6	-0.3	-6
35	CCc1c(N)nc(N)nc1Nc1ccccc1C	2.6	.	2	.	-4	.	.	.	-15
36	CN1CCN(C(=O)CCC(=O)O)CC1	1.0	-5	16	4	-32	-3	-0.2	0.3	-15
37	CCOC(=O)C1=NN(C(C)=O)C2(CC(=O)N(c3cc(C)cc(C)c3)C2=O)C1 (stereo unspecified)	0.4	-14	23	2	3	-5	0.3	-0.4	-7
38	COc1ccc(S(=O)(=O)N(CCc2ccccc2)CC(=O)NC(C)C)cc1	1.1	0	19	-4	-3	-16	-0.5	-0.9	-12
39	COCCC(=O)N1CCC(Oc2ccc(C(=O)N3C[C@@H]4CCC[C@H]3C4)cc2)CC1	-0.1	-9	-11	3	-3	-9	1.5	0.6	-2
40	O=C(COC(=O)c1ccccc1Br)Nc1nnc(-c2ccccc2)o1	-0.1	0	-13	.	-7	-19	-0.5	-1.2	6
41	COc1ccc(CC2(CO)CCN(C(C)Cc3ccc(Cl)cc3)CC2)cc1 (stereo unspecified)	3.6	-17	-6	21*	-6	-15	2.7	4.6	-9
42	COc1ccc(-c2cc(-c3ccccc3)nc(Cl)n2)cc1OC	0.3	-5	-21	-25	20	-6	7.0	-1.1	18
43	O=C(O)c1ccccc1C(=O)N1CCN(c2ccccc2)CC1	-0.2	-2	7	-5	-15	-9	0.5	0.4	-11
44	CCCn1ncc(C(=O)N(C)C2CCCN(Cc3ccccc3F)C2)c1C (stereo unspecified)	3.4	1	20	-4	-10	-24	0.7	-0.4	-10
45	Nc1nnc(SCC(=O)OCc2ccc(Cl)c(Cl)c2)s1	1.1	-6	-13	-4	-17	-9	1.6	2.4	22
46	CCC(=O)Nc1ccc(C(=O)CSc2nc3ccc(C)cc3[nH]2)cc1	0.2	2	-9	-2	-4	-19	1.4	2.1	3
47	CSc1nn2cc(CCN3CCOCC3)c(-c3ccc(F)cc3)nc2c1C#N	0.7	6	-5	-1	12	2	1.3	2.5	-8
48	CC(=O)c1cccc(S(=O)(=O)N2CCCC(c3nc4c(nnn4Cc4ccc(C)cc4)c(=O)[nH]3)C2)c1 (stereo unspecified)	-0.4	1	4	-17	-32	-29	0.9	-0.7	2
49	O=C(CS(=O)c1cccc(C(F)(F)F)c1)Nc1ccc(Cl)cc1Cl (stereo unspecified)	0.2	-4	9	3	-1	-5	-1.9	-1.1	-7
50	CN(C)CCCNC(=O)C[C@H]1C[C@H](C(=O)N2CCCCC2)[C@@]2(C)c3[nH]c4cc(CCC(=O)N(C)C)ccc4c3CCN2C1=O	-0.3	.	6	.	-13	-3	.	.	-4
51	O=C(CCc1nc2ccccc2c(=O)[nH]1)NNC(=O)c1ccccc1Cl	3.4	-5	-19	.	-25	-7	-0.8	-0.5	1
52	CC(=O)Nc1ccc(NC(=O)c2cccc(-c3cc4ccccc4oc3=O)c2)cc1	0.4	-7	-6	-3	14	-2	0.1	0.7	-1
53	CCOC(=O)CN1C(=O)C(O)=C(C(C)=O)C1c1ccc([N+](=O)[O-])cc1 (stereo unspecified)	0.0	-6	11	-12	-3	-16	0.8	0.7	0

Reprinted at random: 2 compounds from above.
entry	Compound	CHO-K1 Ca ag	OXTR potentiate	M1 PAM parental	GPR7 antag	TAAR1 antagonist	CHO parental Ca	V1aR counter	OXTR agonist	CHO-K1 Ca antag
47	CSc1nn2cc(CCN3CCOCC3)c(-c3ccc(F)cc3)nc2c1C#N	0.7	6	-5	-1	12	2	1.3	2.5	-8
45	Nc1nnc(SCC(=O)OCc2ccc(Cl)c(Cl)c2)s1	1.1	-6	-13	-4	-17	-9	1.6	2.4	22

Screens from PubChem BioAssay.
